PMI act hi M6P = human PMI activators, high substrate, primary screen, biochemical, fluorescence intensity, near-saturating mannose 6-phosphate. Mannose-6-phosphate isomerase (Homo sapiens), P34949. coupled PMI enzyme assay, resazurin fluorescence, 20 min; active compounds read high; 1 = untreated enzyme, 0 = substrate-free blank. activation factor at 20 µM. hit rate 0.34% among 190,000;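 active = activation factor of 2 or more at 20 µM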
Target sequence (P34949 whole entry, looked up): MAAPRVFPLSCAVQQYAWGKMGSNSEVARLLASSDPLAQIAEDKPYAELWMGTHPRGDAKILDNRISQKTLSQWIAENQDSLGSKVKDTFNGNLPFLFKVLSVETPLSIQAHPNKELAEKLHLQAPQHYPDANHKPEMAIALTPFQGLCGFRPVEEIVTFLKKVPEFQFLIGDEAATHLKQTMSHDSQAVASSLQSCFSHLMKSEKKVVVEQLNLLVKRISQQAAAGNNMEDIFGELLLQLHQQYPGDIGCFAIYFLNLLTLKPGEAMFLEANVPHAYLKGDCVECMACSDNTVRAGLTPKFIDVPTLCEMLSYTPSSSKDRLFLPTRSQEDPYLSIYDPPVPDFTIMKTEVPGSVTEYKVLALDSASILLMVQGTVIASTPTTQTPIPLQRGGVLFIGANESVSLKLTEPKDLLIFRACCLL
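Test system: human PMI in coupled enzyme assay; Input: PMI at 15 ng/mL final; Medium: HEPES buffer, pH 7.4; Schedule: 20 min incubation at room temperature; Technique: resorufin fluorescence at Ex 544/Em 590 nm; Compound: 20 µM single dose; Probe or stimulus: Near-saturating mannose-6-phosphate, 1.0 mM.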
Diaphorase inh = diaphorase inhibitors and chemical oxidizers, primary screen, counter-screen for diaphorase-coupled primary assays, biochemical, uHTS, resorufin fluorescence | diaphorase resazurin-to-resorufin fluorescence, NADH, 16 min; bacterial (C. kluyveri) enzyme, not human | inhibition, % at 20 µM | hit rate 0.69% among 190,000 | AID 1217, 2008;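 active = primary screen inhibition at 20 µM above a set limit, cut at about 50% in these data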;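 also: plate controls were DMSO with full reaction for no effect and wells lacking NADH for full effect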
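controls = No-NADH positive control and DMSO neutral control | system = Clostridium kluyveri diaphorase enzyme | timing = reaction incubation of 16 min at room temperature | signal = resorufin fluorescence 544/590 nm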
S1P3 antagonist = S1P3 receptor antagonists, primary screen, cell-based. Sphingosine 1-phosphate receptor 3 (Homo sapiens), Q99500. CHO S1P3 NFAT-BLA reporter, FRET fluorescence, antagonist mode. inhibition, % at 4.98 µM. hit rate 0.27% among 170,000. AID 485, 2006;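 active = inhibition above the plate cutoff, the mean inhibition of test wells on that plate plus 3 SD, cut at about 28% in these data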;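 also: cells challenged with S1P at its EC80 of 0.8 µM; blue over green emission ratio from cleaved BLA substrate after 4 h stimulation; 0% = S1P-stimulated wells and 100% = unstimulated DMSO-only wells; some compounds past the cut are filed as inactive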
Target sequence (Q99500 whole entry, looked up): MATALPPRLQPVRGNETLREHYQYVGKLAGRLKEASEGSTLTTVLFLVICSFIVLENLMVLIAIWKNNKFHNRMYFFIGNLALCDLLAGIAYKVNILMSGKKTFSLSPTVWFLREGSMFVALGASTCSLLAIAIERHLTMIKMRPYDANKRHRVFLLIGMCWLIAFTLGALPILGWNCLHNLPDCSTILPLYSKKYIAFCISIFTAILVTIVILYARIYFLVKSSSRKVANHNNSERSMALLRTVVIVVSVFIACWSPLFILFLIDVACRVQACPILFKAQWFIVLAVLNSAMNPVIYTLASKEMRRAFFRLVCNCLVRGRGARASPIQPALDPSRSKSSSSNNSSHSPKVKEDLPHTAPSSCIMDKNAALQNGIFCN
L major viab = Leishmania major promastigote growth inhibition, primary screen. inhibition, % at 10 µM. AID 1063, 2008. hit rate 9% among 200,000. Leishmania major promastigotes, resazurin fluorescence viability;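 also: promastigotes grown with compound for 44 hours at 28 °C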
TLR4 MyD88 comp = inhibitors of TLR4-MyD88 association in cells, primary screen, cell-based, HeLa CL3-4, BLA complementation, FRET ratio; Toll-like receptor 4 (Homo sapiens) + Myeloid differentiation primary response protein …; HeLa CL3-4 TLR4/MyD88 BLA complementation; inhibition, % at 8.4 µM; hit rate 0.18% among 200,000; AID 861, 2007; in the data active = inhibition above about 25%;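 also: 0% = vehicle and 100% = reference inhibitor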
G6PDH counter = L. mesenteroides G6PDH inhibitors, counter-screen for G6PDH-coupled screening assays, biochemical, Leuconostoc mesenteroides enzyme | glucose-6-phosphate dehydrogenase [Leuconostoc mesenteroides] | Purified L. mesenteroides G6PDH, diaphorase/resazurin coupled fluorescence, 45 min | inhibition, % at 5 µM | hit rate 0.12% among 200,000
DTT redox prof = compounds producing H2O2 with reducing agent – biochemical, NIH compound library profiling, artefact control for MLSCN library redox annotation, primary screen; DTT-dependent redox cycling H2O2, phenol red/HRP absorbance; 100% = 100 µM peroxide control, 0% = buffer; activation, % at 10 µM; hit rate 0.03% among 200,000;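 active = activation of at least 50% relative to the plate's high and low controls in the primary single-dose screen; inactive = activation below 50%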;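 also: compound incubated with DTT at 0.8 mM final as the reducing agent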
PMI activator = activators of human PMI, primary screen, biochemical, fluorescence intensity, near-Km mannose 6-phosphate. purified human PMI, coupled resazurin fluorescence, 20 min; active compounds read high; 1 = vehicle control, 0 substrate-free wells. activation factor at 20 µM. hit rate 0.005% among 190,000. AID 1214, 2008;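 active = activation factor of 2 or more at 20 µM, relative to plate controls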
Diaph act CS = compounds boosting diaphorase resazurin reduction – biochemical, uHTS, resorufin fluorescence, counter-screen for diaphorase-coupled primary assays, primary screen; hit rate 0.005% among 190,000; Diaphorase/resazurin coupled assay, 16 min; active compounds read high; 1 = vehicle wells, 0 = NADH-free wells; activation factor at 20 µM;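 active = diaphorase activity raised at least twofold by the compound at 20 µM; inactive = activation factor below 2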
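test system = bacterial diaphorase enzyme (C. kluyveri) | quantity = enzyme 0.07 U/mL final | reagent = NADH substrate 0.114 mM plus resazurin dye 0.1 mM, final | incubation = 16 min enzyme reaction, ambient temperature | buffer or medium = HEPES pH 7.4 buffer with MgCl2 and Tween 20 | signal = fluorescence of resorufin, 544 nm excitation, 590 nm emission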
Hsp70 activator = Hsp70 transcriptional activators, primary screen, cell-based, HeLa, Hsp70 promoter luciferase, luminescence, 10 µM | HeLa Hsp70 promoter luciferase reporter; scaled: vehicle 0, proteasome-inhibitor control 100% | activation, % at 10 µM | hit rate 0.04% among 200,000 | AID 1203, 2008;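 active = activation above the mean across all tested compounds plus 3 SD, cutoff set per campaign, cut at about 5.5% in these data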;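 also: 100% = MG132 at 30 µM as the positive control and 0% = DMSO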
RAM inhibit = inhibitors of the yeast RAM network, primary screen, dse1pr::URA3 reporter, 5-FOA selection; AID 868, 2007; hit rate 1.8% among 190,000; S. cerevisiae dse1pr::URA3 reporter, 5-FOA growth OD615, 2 d; analog-sensitive cbk1-as2 kinase mutant strain; inhibition, % at 50 µM;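 active = inhibition above a set limit, 3 SD over mean compound inhibition, cut at about 8.4% in these data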;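 also: 0% = DMSO-only wells with no growth and 100% = 10 µM 1-NA-PP1 full growth; inhibition rescues growth on 5-FOA so higher OD means more RAM inhibition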
* hit, by the source's call; · = not tested or not shown. Rule as the data show it, unless noted: active = inhibition above about 50%; inactive = the rest.

canonical_smiles	TLR4 MyD88 comp	L major viab	PMI activator	Diaph act CS	Hsp70 activator	G6PDH counter	DTT redox prof	S1P3 antagonist	RAM inhibit	Diaphorase inh	PMI act hi M6P
O=C(NCC(=O)N1CC(O)CC1C(=O)N1CC(O)CC1C(=O)OCc1ccccc1)OCc1ccccc1 (stereo not drawn)	-2.2	-5.0	1.1	1.1	-0.1	1.1	0.1	5.7	2.3	-9.2	1.1
COc1ccc(CNc2nc3c(c(=O)n(Cc4ccc(F)cc4)c(=O)n3C)n2C)cc1	-18.3	19.6	0.8	0.8	0.1	-2.7	1.8	1.8	1.0	16.0	0.9
COC(=O)c1ccccc1NC(=O)N1CCN(S(=O)(=O)c2ccc(Cl)cc2)CC1	3.7	4.3	0.9	1	0.8	8.0	2.1	4.5	1.7	-1.7	1
COc1ccc(C(=O)COC(=O)CCN2C(=O)C3C4CCC(C4)C3C2=O)cc1 (stereo not drawn)	-7.9	-4.2	1	0.9	-0.2	7.6	-1.0	-6.0	2.9	7.4	1
CCOC(=O)N1CCN(C(=O)c2ccc(OCC)cc2)CC1	2.5	-8.3	1.1	1.1	-0.1	4.3	0.0	-14.1	2.9	-10.8	1.1
COc1ccc(Nc2nc(NCc3ccco3)nc(N/N=C/c3ccccc3F)n2)cc1	6.5	9.4	1	0.8	-0.4	-17.0	0.5	-2.4	4.7	18.5	1
CC(=O)NC1C(Oc2ccc3c(C)cc(=O)oc3c2)OC(COC(C)=O)C(OC(C)=O)C1OC(C)=O (stereo not drawn)	-3.7	-3.4	1	0.9	-0.3	-2.9	0.0	-13.9	-0.1	6.6	0.9
c1ccc(-n2nnnc2-c2cnc(-c3ccncc3)nc2-c2cccs2)cc1	-12.4	23.0	1.1	1	-0.3	1.0	3.8	·	-0.2	0.1	1
O=C(CNC(=S)N(CCCN1CCOCC1)Cc1cccs1)NC1CC1	3.0	-3.9	0.9	0.9	-0.4	6.5	-0.5	-5.2	1.4	6.8	1.1
Cc1cc2nnc(SCC(=O)N3CCCCC3)n2c(N)n1	-0.2	9.2	0.9	0.9	-0.4	14.0	-0.4	-27.3	0.1	8.7	0.9
Cc1ccc(-c2cnc(-c3ccncc3)o2)cc1	-13.6	-2.2	1	1	0.0	-4.6	2.1	15.8	-0.4	-1.8	1
Cc1ccc(-n2[nH]c(C)c(/C=N/NC(=O)c3ccc([N+](=O)[O-])cc3)c2=O)c(C)c1	2.4	1.4	1.1	0.6	-0.4	3.3	-0.8	-9.9	2.9	35.9	1.3
O=C(NCC1CCCO1)c1cccc(Br)c1 (stereo not drawn)	-6.0	-4.4	1	0.9	-0.1	6.0	1.6	-20.0	0.8	8.5	0.9
Cc1cc(NC(=O)Cn2cnc3c(nnn3-c3ccc(C)c(Cl)c3)c2=O)no1	-15.4	-6.3	1	1.1	-0.1	5.4	-0.7	-10.0	3.8	-6.1	1
COC(=O)C(=NNc1c(C)n(C)n(-c2ccccc2)c1=O)C(=O)OC	0.4	-5.2	1.1	0.9	-0.3	-10.6	0.1	-2.3	1.3	5.1	1.1
O=C(Cc1ccccc1)NCC1CCCO1 (stereo not drawn)	-1.3	-3.8	1	0.9	-0.1	1.7	2.5	·	-0.6	7.4	1
COc1ccc(/C=C/C(=O)OCC(=O)c2c(N)n(C)c(=O)n(C)c2=O)c(OC)c1	-3.0	-8.8	0.9	0.8	-0.1	8.6	0.6	7.4	2.4	18.3	0.9
Cc1cc(Cl)c(OCCOCCN2CCCCC2)c(Br)c1	-4.4	97.3*	1.2	0.9	-0.4	3.5	0.1	0.8	1.6	9.9	1.3
Nn1c(SCC(=O)N2CCCCC2)nnc1-c1ccncc1	8.6	-2.9	1	0.9	0.3	0.9	0.7	8.3	-0.2	9.1	1
CCc1ccc(C=NC23CN4CN(CN(C4)C2)C3)s1	-10.2	-3.5	0.9	0.9	-0.3	-20.9	2.0	-14.7	4.8	8.0	1
COc1cccc([C@@H]2Oc3ccc(OC)cc3C(=O)[C@H]2O)c1	-2.3	13.9	1	0.9	-0.2	10.4	0.2	0.1	-0.4	7.7	1
O=C(O)COc1c(-c2ccccc2)oc2ccccc2c1=O	-6.2	-9.3	0.9	0.9	0.1	8.4	-0.7	·	2.1	10.9	1
O=c1c(Cc2ccccc2)c(O)ccn1CCc1cnc[nH]1	12.0	5.0	0.9	0.9	-0.3	2.7	-1.4	-6.5	0.4	8.3	0.8
Cc1ccc(C(=O)NC(=C(Cl)Cl)S(=O)(=O)c2ccc(Cl)cc2)cc1	3.9	2.8	0.9	0.7	0.4	1.6	0.8	-3.1	2.8	28.4	0.9
CN(C)S(=O)(=O)c1ccc(Cl)c(NC(=O)CSc2nc3c(cc2C#N)C(=O)CC(C)(C)C3)c1	-3.4	33.2	1	0.8	-0.3	-7.8	3.7	-12.4	9.1*	23.0	1
O=C(c1cccs1)c1ccc(-c2cccs2)s1	10.4	-10.1	1	0.9	-0.5	17.6	-0.3	10.4	2.2	11.0	1
CCCCCCn1c(SCC(C)C)nc2c1c(=O)[nH]c(=O)n2C	-7.1	15.6	1.1	0.9	0.1	11.4	-1.6	-26.6	3.9	7.3	1
CCc1ccc2[nH]c(=O)c(CN(Cc3ccccc3OC)Cc3nnnn3Cc3ccco3)cc2c1	-5.3	99.0*	0.8	0.8	1.1	-57.1	2.6	9.4	0.6	19.7	0.8
O=C(CN1C2=NCCN2c2ccccc21)c1cccs1	0.9	-3.2	1	0.9	0.1	9.2	0.1	16.6	2.1	6.5	1
Cc1cc(C)cc(NC(=O)CSc2nnc(Cn3c(=O)sc4ccccc43)n2C)c1	8.4	-3.4	1.1	0.9	-0.3	1.5	-1.1	-15.8	0.7	5.6	1.1

One compound at a time, as listed above. Screens in order: TLR4 MyD88 comp	L major viab	PMI activator	Diaph act CS	Hsp70 activator	G6PDH counter	DTT redox prof	S1P3 antagonist	RAM inhibit	Diaphorase inh	PMI act hi M6P
Listed for c1ccc(-n2nnnc2-c2cnc(-c3ccncc3)nc2-c2cccs2)cc1 → -12.4	23.0	1.1	1	-0.3	1.0	3.8	·	-0.2	0.1	1
Listed for CCc1ccc(C=NC23CN4CN(CN(C4)C2)C3)s1 → -10.2	-3.5	0.9	0.9	-0.3	-20.9	2.0	-14.7	4.8	8.0	1

Next part:
canonical_smiles	TLR4 MyD88 comp	L major viab	PMI activator	Diaph act CS	Hsp70 activator	G6PDH counter	DTT redox prof	S1P3 antagonist	RAM inhibit	Diaphorase inh	PMI act hi M6P
Nc1nc(SCc2nc3sc4c(c3c(=O)[nH]2)CCCC4)n[nH]1	3.7	-3.8	1	0.9	-0.3	5.1	0.1	1.2	0.7	14.8	1
Cc1ccc(NC(=O)c2ccc3c(c2)nnn3C)cc1	2.2	-0.8	1.1	0.9	0.3	7.3	0.3	-2.2	3.3	7.1	1.1
Cc1ccc(CSc2ccc3nnc(-c4ccccn4)n3n2)cc1	-10.6	1.6	1.1	1.1	-0.3	0.9	-0.7	-18.7	1.0	-15.0	1.1
COC(=O)c1cc(=O)nc2sc(-c3cccs3)nn12	-9.3	-1.2	0.9	0.9	-0.5	0.6	2.5	·	0.7	9.1	0.9
O=c1oc2ccccc2cc1-c1csc(Nc2nc3c(F)cccc3s2)n1	-5.9	5.5	1	1	-0.1	9.7	0.4	-3.6	2.5	-1.0	1
CCn1nc(C(=O)OCc2c(C)noc2C)c2ccccc2c1=O	4.1	2.0	0.8	0.9	0.0	5.5	0.2	3.5	0.1	12.7	0.9
CCOC(=O)C1CCN(Cc2nc(-c3ccc(OC)c(OC)c3)no2)CC1	-0.2	-5.8	0.9	0.9	-0.6	3.4	-1.8	-4.7	-0.5	12.9	0.9
Cn1cc([N+](=O)[O-])c(C(=O)N/N=C/c2cc3c(cc2Br)OCO3)n1	16.1	-0.9	0.9	0.8	-0.4	16.8	0.6	-23.0	2.2	20.6	0.8
O=C(Nc1ccccc1)c1ccccc1NC(=O)C(F)(F)F	-4.2	-5.6	0.9	0.8	-0.3	-1.4	0.0	·	-0.2	20.6	0.9
Fc1ccc(NCc2nnc3n2CCCCC3)cc1	6.1	1.7	1.1	1	0.1	14.1	-2.5	-7.3	2.5	2.8	1
COc1ccc(-c2ccc(SCC(=O)N3CCOCC3)nn2)cc1	13.7	-3.3	0.9	0.9	0.0	11.8	1.8	-7.7	3.4	6.1	0.6
Cc1cc(C)n(-c2cc(N3CCN(C(=O)c4ccc(C(C)(C)C)cc4)CC3)ccc2[N+](=O)[O-])n1	5.1	6.5	0.9	0.8	-0.2	13.9	1.7	·	2.5	19.9	0.9
Cc1ccc(/C=N/NC(=O)c2ccoc2C)o1	7.3	-6.0	1	0.9	-0.3	10.5	0.0	12.4	1.2	9.0	1
CCn1c(COc2ccccc2C)nnc1SCc1nc2ccccc2c(=O)[nH]1	5.7	2.5	1.1	1.1	-0.1	5.0	-0.1	-17.3	2.0	-14.7	1.1
O=C1C(Cl)=C(N2CCCCC2)C(=O)N1c1ccccc1	-3.1	-2.9	0.9	0.9	0.1	7.0	2.9	4.2	0.6	14.7	0.9
COc1cccc(-c2nn(C)c3sc(C(=O)NCc4ccccn4)cc23)c1	-6.4	10.4	0.8	0.7	-0.2	2.1	-0.7	-37.6	0.4	25.3	0.8
Cc1ccsc1/C=C1/SC(=O)N(CC(=O)N2CCOCC2)C1=O	0.0	-6.2	0.9	1	-0.2	5.6	2.2	·	1.2	1.4	1
Cc1ccc(NC(=O)/C(=C\c2ccc3c(c2)OCO3)NC(=O)c2ccco2)cc1	-0.8	-0.4	0.9	0.9	-0.1	6.5	-4.0	·	5.4	8.5	0.9

Compound activity: PubChem, several laboratories

Rows were taken by chance; any-hit rate near 12%.
